Compound activity from PubChem BioAssay.
Cardio protect: protects H9c2 cardiomyocytes from peroxide injury; AID 588492; H2O2 injury protection, ATPLite, 2 h; protection from H2O2 cell death, % at 20 µM; hit rate 0.63% among 360,000;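 active = compounds giving at least 50% protection of heart cells from peroxide-induced death in the single-dose screen, raw or plate-pattern-corrected value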;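 note: 0% = DMSO wells with peroxide and 100% = DMSO wells without peroxide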
ABCB6 inh 2: blocks the human ABCB6 transporter; Q9NP58; hit rate 0.19% among 360,000; K562-ABCB6 porphyrin accumulation, flow cytometry, 1 h; active compounds read low; fluorescence ratio to DMSO, % at 10 µM; AID 602162;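 active = fluorescence ratio to DMSO below 75%, the collection mean minus 3 SD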;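 note: signal is porphyrin accumulated inside mitochondria; 100% equals median channel fluorescence of DMSO control wells; lower ratio means ABCB6 inhibition with less porphyrin fluorescence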
N-glyco inh: N-linked glycosylation inhibition; D54 ERlucT glycosylation luciferase reporter, 24 h; percent of 100 nM tunicamycin response; reporter increase, % at 12.5 µM; hit rate 0.23% among 360,000;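 active = mean luciferase reporter signal, scaled so untreated is 0 and the glycosylation-blocking control 100, at or above a set limit in every replicate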;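 note: luciferase carries N-glycosylation sites so blocking glycosylation raises the light; 0% = median of neutral control wells and 100% = median of 100 nM tunicamycin wells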
NOD2-RIPK2 inh: NOD2-RIPK2 protein interaction inhibition | O43353 | CHO BLA complementation NOD2-RIPK2, CCF4 ratio | inhibition, % at 4.98 µM | hit rate 0.38% among 360,000; in the data active = inhibition above about 21%;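 note: 0% = vehicle only and 100% = reference blocker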
Target sequence (O43353 whole entry, looked up): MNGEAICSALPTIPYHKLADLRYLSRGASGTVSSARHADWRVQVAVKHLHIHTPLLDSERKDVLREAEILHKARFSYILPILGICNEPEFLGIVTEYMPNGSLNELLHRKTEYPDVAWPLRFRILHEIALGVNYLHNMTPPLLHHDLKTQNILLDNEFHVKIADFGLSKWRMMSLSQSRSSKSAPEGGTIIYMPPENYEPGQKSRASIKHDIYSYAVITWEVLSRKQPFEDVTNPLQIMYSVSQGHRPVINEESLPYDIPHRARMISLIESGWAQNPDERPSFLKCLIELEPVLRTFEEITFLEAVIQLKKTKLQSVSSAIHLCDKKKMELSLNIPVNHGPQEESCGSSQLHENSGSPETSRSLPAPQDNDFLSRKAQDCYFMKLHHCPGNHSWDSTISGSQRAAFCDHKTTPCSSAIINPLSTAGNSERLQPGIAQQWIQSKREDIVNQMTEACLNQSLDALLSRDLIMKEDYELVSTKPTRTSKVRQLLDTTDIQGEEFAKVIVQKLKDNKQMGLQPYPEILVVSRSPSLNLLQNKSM
MC4R antag cAMP: antagonists of human melanocortin 4 receptor (MC4R); inhibition, % at 6.5 µM; MC4R-expressing cells, MTII-stimulated cAMP, LANCE TR-FRET; AID 540295; hit rate 0.48% among 360,000;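 active = inhibition above its plate's cutoff, the mean of tested wells on that plate plus 3 SD, cut at about 29% in these data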;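 note: 0% = Melanotan II alone and 100% = Melanotan II plus saturating MCL0020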
Target sequence (P32245 whole entry, looked up): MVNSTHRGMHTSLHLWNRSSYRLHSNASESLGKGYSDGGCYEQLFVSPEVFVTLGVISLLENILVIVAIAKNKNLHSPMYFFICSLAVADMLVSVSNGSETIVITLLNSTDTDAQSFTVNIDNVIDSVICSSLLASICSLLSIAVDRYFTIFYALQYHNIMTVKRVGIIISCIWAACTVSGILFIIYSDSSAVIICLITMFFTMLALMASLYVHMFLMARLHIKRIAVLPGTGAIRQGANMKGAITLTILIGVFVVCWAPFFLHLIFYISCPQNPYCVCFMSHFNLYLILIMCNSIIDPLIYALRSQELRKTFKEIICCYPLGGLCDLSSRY
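Assay system: human MC4R-expressing U2OS cells; reagent: Melanotan II stimulation of cells; dosing: 6.5 µM single dose; timing: compound 30 min, challenge 1 h, detection 1 h; signal: TR-FRET cAMP assay; replicates: one well per compound, no replicates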
HTR2A ag: mouse HTR2A agonism via beta-arrestin recruitment; CHO-K1 mHTR2A beta-arrestin complementation, luminescence; percent of 30 µM serotonin response; activation, % at 7.6 µM; hit rate 0.66% among 360,000; AID 624169;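 active = activation above a run cutoff, the mean activation of all tested compounds plus 3 SD, cut at about 14% in these data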;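 note: 0% = plate median of compound wells and 100% = 30 µM serotonin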
MC4R ag barr: human MC4R agonism via beta-arrestin; activation, % at 8.9 µM; AID 540308; U2OS MC4R beta-arrestin complementation, luminescence; percent of melanotan II response, DMSO zero; hit rate 0.98% among 360,000;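 active = activation above a per-plate cutoff, the mean activation of sample wells on that plate plus 3 SD, cut at about 8% in these data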
TLR9-MyD88 block: TLR9-MyD88 interaction inhibition | Q9NR96+Q99836 | CHO BLA complementation TLR9-MyD88, CCF4 FRET ratio | inhibition, % at 4.98 µM | hit rate 0.21% among 340,000;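 active = inhibition above the mean over all tested compounds plus 3 SD, cut at about 21% in these data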;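 note: 0% = DMSO only wells and 100% = clavulanate BLA inhibitor control wells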
ABHD5 PLIN5 PPI: inhibitors of human ABHD5-perilipin-5 interaction. Q00G26+Q8WTS1. Split G. princeps luciferase complementation, luminescence, 4 h. inhibition, % at 4 µM. hit rate 0.78% among 360,000;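 active = inhibition above the mean inhibition across every tested compound plus 3 SD, cut at about 22% in these data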;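 note: 0% = DMSO only wells and the 100% control is not disclosed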
NCOA2 inhibitor: inhibits human steroid receptor coactivator 2; hit rate 0.17% among 370,000; HEK293 GAL4-SRC2 luciferase reporter, luminescence; inhibition, % at 9 µM;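 active = inhibition above the mean inhibition of all tested compounds plus 3 SD, set per campaign, cut at about 52% in these data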;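 note: 0% = DMSO treated cells and 100% = cells given Gossypol at 36 µM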
Starred values were filed as active, the others as inactive; · = not tested or not shown; & = joins results of further samples. An excerpt, so the mix of outcomes need not match the whole.

Start of the listing, in advance:
SMILES	Cardio protect	ABCB6 inh 2	N-glyco inh	NOD2-RIPK2 inh	MC4R antag cAMP	HTR2A ag	MC4R ag barr	TLR9-MyD88 block	ABHD5 PLIN5 PPI	NCOA2 inhibitor
COc1ccccc1N=C1SCCCN1C	6	102	-1	0	13	-2	2.4	1	1	-14
Cc1ccccc1CN1CCN(Cc2ccccc2)CC1	14	104	-1	5	-7	-7	3.2	-8	14	-24
COC(=O)C1=C(c2cccc(OCc3ccccc3)c2)C[C@@H]2CC[C@H]1N2C(=O)NCCOc1ccccc1Cl	-2	93	-7	-8	5	1	-0.8	-2	6	-20
CCOC(=O)C1=C(N)Oc2cc(C)oc(=O)c2C12C(=O)N1c3c(cccc32)C(C)=CC1(C)C (stereo unspecified)	1	101	0	-7	13	-2	0.8	-6	-1	-33
C[N+]1(CC(COCc2ccccc2)OC(=O)Cc2ccccc2)CCOCC1 (stereo unspecified)	8	98	0	-8	-6	4	1.1	-4	3	-14
CN1CC2=CC(O)CC3Oc4c(O)ccc(c4[C@]23C)C1 (stereo partly specified)	-3	106	0	7	10	-1	-2.5	-10	-8	-2
Nc1ncc([N+](=O)[O-])s1	4	98	3	-1	-4	2	-1.2	2	-8	-37
CCOC(=O)[C@]12Cc3cc(C)ccc3[C@H]1N(C)C(=O)c1cc(OC)ccc12	·	102	·	-4	·	-10	·	·	16	9
CN1CCc2nc3sc(C(=O)NC4CC4)c(N)c3cc2C1	0	101	-8	-3	-15	-5	-2.3	0	-2	-10
O=C1NCN(c2ccccc2)C12CCN(C(c1cccs1)c1nnnn1Cc1ccccc1)CC2 (stereo unspecified)	25	93	2	9	·	3	·	·	-9	10
Clc1ccc2c(N3CCNCC3)ccnc2c1	5	96	0	-5	-2	-3	-1.6	4	2	-9
O=C(NCCCN1CCOCC1)C(Cl)(Cl)Cl	-3	85	1	-9	0	3	-2.8	-11	2	2

Main list, from the first entry:
SMILES	Cardio protect	ABCB6 inh 2	N-glyco inh	NOD2-RIPK2 inh	MC4R antag cAMP	HTR2A ag	MC4R ag barr	TLR9-MyD88 block	ABHD5 PLIN5 PPI	NCOA2 inhibitor
COc1ccccc1N=C1SCCCN1C	6	102	-1	0	13	-2	2.4	1	1	-14
Cc1ccccc1CN1CCN(Cc2ccccc2)CC1	14	104	-1	5	-7	-7	3.2	-8	14	-24
COC(=O)C1=C(c2cccc(OCc3ccccc3)c2)C[C@@H]2CC[C@H]1N2C(=O)NCCOc1ccccc1Cl	-2	93	-7	-8	5	1	-0.8	-2	6	-20
CCOC(=O)C1=C(N)Oc2cc(C)oc(=O)c2C12C(=O)N1c3c(cccc32)C(C)=CC1(C)C (stereo unspecified)	1	101	0	-7	13	-2	0.8	-6	-1	-33
C[N+]1(CC(COCc2ccccc2)OC(=O)Cc2ccccc2)CCOCC1 (stereo unspecified)	8	98	0	-8	-6	4	1.1	-4	3	-14
CN1CC2=CC(O)CC3Oc4c(O)ccc(c4[C@]23C)C1 (stereo partly specified)	-3	106	0	7	10	-1	-2.5	-10	-8	-2
Nc1ncc([N+](=O)[O-])s1	4	98	3	-1	-4	2	-1.2	2	-8	-37
CCOC(=O)[C@]12Cc3cc(C)ccc3[C@H]1N(C)C(=O)c1cc(OC)ccc12	·	102	·	-4	·	-10	·	·	16	9
CN1CCc2nc3sc(C(=O)NC4CC4)c(N)c3cc2C1	0	101	-8	-3	-15	-5	-2.3	0	-2	-10
O=C1NCN(c2ccccc2)C12CCN(C(c1cccs1)c1nnnn1Cc1ccccc1)CC2 (stereo unspecified)	25	93	2	9	·	3	·	·	-9	10
Clc1ccc2c(N3CCNCC3)ccnc2c1	5	96	0	-5	-2	-3	-1.6	4	2	-9
O=C(NCCCN1CCOCC1)C(Cl)(Cl)Cl	-3	85	1	-9	0	3	-2.8	-11	2	2
CCOC(=O)c1c(C)n(Cc2ccco2)c2ccc(OC)cc12	4	97	0	-9	1	-2	-1.6	-2	3	-4
Fc1cccc(F)c1CN1CCN(c2ccc(Cl)cc2)CC1	-11	109	-2	-3	6	-1	-0.5	-7	-2	12
COC(=O)C1=C(c2ccccc2)C[C@@H]2CC[C@H]1N2C(=O)NCCS(C)=O (stereo partly specified)	6	97	2	-6	5	5	0.2	2	3	-15
O=c1cccc2n1CC1CNCC2C1 (stereo unspecified)	7	98	-1	-1	10	-8	-0.5	-64	5	0
CCSc1cc(C2C(C#N)=C(N)Oc3n[nH]c(C)c32)c(C)o1 (stereo unspecified)	13	89	9	10	-4	2	-2.6	6	-6	28
CC(C)CCN1CCN(Cc2c(F)cccc2Cl)CC1CCO (stereo unspecified)	2	103	-3	-5	4	1	-2.0	-5	-1	1
CCOc1cc2c(cc1OCC)-n1cccc1C(c1cc(C)c(OC)cc1C)NC2 (stereo unspecified)	-16	97	2	5	-3	-2	2.3	-7	-2	-11
CN1C(CC(O)c2ccccc2)CCCC1CC(O)c1ccccc1 (stereo unspecified)	15	92	1	2	0	-3	-0.9	-8	-2	-7
CCOc1ccc(-n2c(-c3ccoc3)nc3ccccc3c2=O)cc1	0	99	0	-4	2	-4	-2.7	3	2	7
Cc1c(N=Cc2c(O)n(Cc3ccc(F)cc3)c(=O)[nH]c2=O)c(=O)n(-c2ccccc2)n1C	6	104	-2	1	12	3	2.8	-8	-4	-15
O=C(NCC1=C(c2cccc3ccccc23)C[C@@H]2CC[C@H]1N2Cc1ccco1)c1cccnc1	15	99	-2	-8	20	1	1.6	-5	5	12
CCN1C(=O)NC(=O)/C(=C\c2cn(CC(=O)N3CCCC3)c3ccccc23)C1=O	14	98	2	1	14	8	-1.1	-6	25*	-5
CN1CCN(c2ccc(C(N)=O)cc2[N+](=O)[O-])CC1	-8	90	6	12	4	-5	-1.4	-5	-4	-3
O=S(=O)(NC1CCCCCCC1)OCC(Cl)(Cl)Cl	-27	98	-1	3	9	-2	2.1	-4	-6	-7
COCc1cc(OC(=O)N(C)C)nc(-c2ccccc2)n1	0	94	2	-10	6	3	-1.7	·	5	3
Cc1cc(/C=C2\C(=O)NC(=O)N(c3ccc(Cl)cc3)C2=O)c(C)n1-c1cccc(C(=O)O)c1	2	97	2	-1	2	1	0.0	-1	12	1
CCCC[N+]12CCC(CC1)C(C(=O)c1cccs1)C2 (stereo unspecified)	-5	103	-3	-5	3	-4	-0.7	-8	1	-27
C=C1N2CCC(CC2)C1(O)c1ccc(C)cc1 (stereo unspecified)	-3	99	-1	-8	6	1	-0.8	-12	3	4
N#CC(=C(O)c1ccc(S(=O)(=O)N(CCCl)CCCl)cc1)c1nc2ccccc2[nH]1	0	99	1	-9	-3	4	-0.2	-14	4	-7
COc1ccc(Cn2c(O)c(C=Nc3c(C)n(C)n(-c4ccccc4)c3=O)c(=O)[nH]c2=O)cc1	11	106	1	-6	28	3	2.6	2	3	-5
CC1=C2[C@H]3OC(=O)[C@@H](C)[C@@H]3CC[C@@]2(C)C=CC1=O	-4	100	1	11	2	-1	-1.1	7	1	3
Cc1cccc(-n2c(-c3ccc([N+](=O)[O-])cc3)nc3ccccc3c2=O)c1	6	101	1	5	11	2	0.7	7	1	-9
CC(C)CCn1c(N)c(C(=O)NCc2cccs2)c2nc3ccccc3nc21	-22	99	-1	-7	0	9	2.1	-3	-17	·
COc1ccc(C(=O)C2(C)N(O)C(C)C(c3cccs3)=[N+]2[O-])cc1 (stereo unspecified)	0	94	3	-3	-2	6	2.8	5	0	-6
O=c1c2ccccc2nc(/C=C/c2ccc(O)cc2)n1-c1ccccc1O	2	95	-1	14	0	-2	-2.3	-4	-4	-29
Cc1cccc(NC(=O)CN2CCN(C(=O)COc3cccc(Br)c3)CC2)c1C	0	93	-2	7	-4	-4	-1.7	2	2	-10
OC(Cn1c2ccccc2c2ccccc21)C[n+]1ccccc1 (stereo unspecified)	11	100	1	-18	3	-3	-1.7	1	6	1
O=[N+]([O-])CCO	-1	101	4	-10	6	11	-1.1	-4	-6	6
CCN1CCN(c2ccc(N)c(C)c2)CC1	9	98	0	3	5	-3	2.8	-2	13	14
Clc1cccc(N2Cc3cc(-c4ccccc4)ccc3-n3nncc3C2)c1	-6	99	40*	1	·	13	·	·	72*	-23
C=CC(=O)NCNC(=O)C=C	5	102	2	1	23	-1	0.9	-4	-2	21
CC1CC2(O)c3nonc3CCC2N1O (stereo unspecified)	5	92	-1	-1	-3	0	-1.8	0	-1	1
C[C@]12CCC3C(CC[C@H]4[C@H](O)[C@H](O)CC[C@]34C)C1CC[C@@H]2O (stereo partly specified)	-3	93	-1	7	8	0	-1.5	-8	-6	1
CC(=NCc1ccc2c(c1)OCO2)c1c(O)n(-c2ccccc2)c(=O)[nH]c1=O	0	102	1	-7	3	-1	0.3	-4	0	13
COCCNC(=O)N1[C@H]2CC[C@@H]1C(C(=O)OC)=C(c1cccc(C#N)c1)C2	0	100	1	-7	4	-3	-0.8	-2	2	-43
CN(CCc1nnc(N)s1)[N+](=O)[O-]	1	97	0	1	9	-2	-3.5	6	3	-2
CN(C)[C@@H]1C(=O)C(C(N)=O)=C(O)[C@@]2(O)C(=O)C3=C(O)c4c(O)cccc4[C@@](C)(O)C3[C@H](O)C12 (stereo partly specified)	15&-8	96&100	3&2	4&-8	0&6	1&-3	-0.9&-0.2	-1&-2	3&-13	-7
O=C(COc1ccccc1)N1CCN(CC(O)COc2ccccc2)CC1 (stereo unspecified)	-3	90	1	12	-3	-5	0.1	7	-9	-11
CC[C@H](C)/C=C(C)/C=C/C1=CC2=C(Cl)C(=O)[C@@](C)(OC(C)=O)C(=O)C2=CO1	-1	101	1	·	·	·	·	-2	·	·
Cc1cc(N2C(=O)C3CCCN3C2c2cccc(Cl)c2)no1 (stereo unspecified)	-2	93	0	-3	2	3	-1.2	12	0	-13
Cc1ccc(-n2c(O)c(C=NCc3ccco3)c(=O)[nH]c2=S)cc1C	19	101	1	-3	-3	-4	-4.9	-2	19	-12
CSc1ccc(C(=O)C2CCCN(Cc3ccn[nH]3)C2)cc1 (stereo unspecified)	2	98	-2	-6	17	-2	2.7	5	-5	-11
O=C(Cn1cnc2ccccc2c1=O)NCCC(=O)N1CCC2(CC1)OCCO2	1	96	1	-9	-3	-2	-0.8	-6	-6	-11
COc1cc(C=C2C(=O)NC(=O)NC2=O)cc(OC)c1OC	0	97	2	9	8	7	0.5	-1	13	-7
